High-throughput results from PubChem BioAssay.
RmlCD inh 1536 = M. tuberculosis RmlC/RmlD inhibition; P9WH09+P9WH11; RmlC+RmlD coupled enzyme assay, percent inhibition; primary screen in compound mixtures; inhibition, % at 3.6 µM; 0.03% of 160,000 active; AID 1533; in the data active = inhibition mostly above about 34%, no sharp cut-off; inconclusive = no clear call, values can overlap the other calls; inactive = mostly below about 22%; note: some results filed as inactive read as strong as hits
Target sequence (P9WH09 whole entry, looked up): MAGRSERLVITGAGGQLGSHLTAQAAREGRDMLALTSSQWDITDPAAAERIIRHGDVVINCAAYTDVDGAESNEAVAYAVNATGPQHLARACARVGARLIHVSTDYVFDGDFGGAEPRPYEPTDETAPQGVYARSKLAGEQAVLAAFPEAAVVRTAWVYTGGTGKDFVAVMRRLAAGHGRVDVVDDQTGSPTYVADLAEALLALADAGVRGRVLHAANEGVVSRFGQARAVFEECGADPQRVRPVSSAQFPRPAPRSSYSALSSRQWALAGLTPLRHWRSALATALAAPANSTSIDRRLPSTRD
Target sequence (P9WH11 whole entry, looked up): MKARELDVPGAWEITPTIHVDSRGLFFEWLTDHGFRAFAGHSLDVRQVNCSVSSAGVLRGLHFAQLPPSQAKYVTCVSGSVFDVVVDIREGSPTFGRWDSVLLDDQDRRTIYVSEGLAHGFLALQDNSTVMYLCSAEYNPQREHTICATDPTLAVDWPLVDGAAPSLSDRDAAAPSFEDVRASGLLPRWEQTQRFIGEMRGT
GlmU inhibition = inhibition of mycobacterial GlmU enzyme – biochemical, glucosamine-1-phosphate acetyltransferase (AID 1376). M. tuberculosis GlmU acetyltransferase enzyme assay; higher % means a stronger effect. inhibition, %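 (tested at 30 µM in the primary screen)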, or IC50 in µM where a hit was titrated. 0.25% of 220,000 active; in the data active = inhibition above about 13%; inconclusive = no clear call, values can overlap the other calls;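 note: 0% = complete reaction with vehicle and 100% = reaction without substrate; strong numbers were not always called active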
Active calls of the source: *; ? = inconclusive; nt = no result given. These rows are one share of the data. The share of hits here may be higher or lower than overall.

SMILES	RmlCD inh 1536	GlmU inhibition
COc1cc(C2C3=C(CC(C)(C)CC3=O)OC3=C2C(=O)CC(C)(C)C3)cc([N+](=O)[O-])c1O	-2	-2.9%
CCOc1ccc(C(=O)NCC(=O)OC2CCOC2=O)cc1OCC (centres undefined)	6	-0.1%
O=C(CNCCO)NC12CC3CC(CC(C3)C1)C2	nt	-1.2%
CCOC(=O)c1ccc(-n2c(C)nc3ccccc3c2=O)cc1	11	-2.4%
CC(=O)NC1C(Oc2ccccc2C)OC2COC(c3ccco3)OC2C1O (centres undefined)	-14	-1.2%
CCOc1ccc(OCCCC(=O)Nc2nc3ccccc3[nH]2)cc1	1	-2.9%
CCOc1ccccc1-n1c(O)c(C=Nc2ccc(N(CC)CC)cc2)c(=O)[nH]c1=O	nt	-3.2%
COc1ccccc1N1CCN(C(=O)c2ccc(CN3CCc4ccccc4C3)cc2)CC1	88	1.5%
Cc1nc(NC(=O)c2ccc(Cl)cc2)sc1Cc1ccc2c(c1)OCO2	-14	-2.0%
O=S(=O)(c1ccc2ncn(O)c2c1)N1CCOCC1	-15	-2.8%
CCN(CC)c1ccc(NC(=O)c2cccc(C)c2OC)c(C)c1	-3	2.0%
COc1ccccc1OCC(=O)NC1CCCCCC1	1	3.5%
CCOC(=O)C(=O)Nc1ccc(OCc2ccccc2)cc1	-9	5.1%
CCSc1cc(C)nc2c(-c3ccc(Cl)cc3)c(C)nn12	nt	1.1%
O=C(CSc1nncs1)N1CCN(S(=O)(=O)c2ccccc2)CC1	5	-6.0%
Cc1ccc(S(=O)(=O)Nc2cccc(CP(=O)(c3ccccc3)c3ccccc3)c2)cc1	62	6.1%
Cc1ccc2c(c1)c1c(n2CC(O)CNC(C)(C)C)CCCC1 (centres undefined)	-8	-0.9%
COc1ccc2c3c([nH]c2c1)C(C)NCC3 (centres undefined)	-14	2.8%
CN(C)S(=O)(=O)c1ccc(NC(=O)COC(=O)C2CC3CCCC(C2)C3=O)cc1 (centres undefined)	6	3.9%
O=C(Nc1ccccc1)C1CCN(C(=O)c2ccc([N+](=O)[O-])cc2)CC1	-8	-8.5%
Cc1ccc(S(=O)(=O)N(Cc2ccccc2)c2ccccc2C(=O)NCc2ccco2)cc1	15	0.3%
CCCCCC1CC(CC(=O)NC(=S)Nc2ccc([N+](=O)[O-])cc2)C(=O)O1 (centres undefined)	nt	-2.1%
CCOC(=O)CC(=O)CSc1nc2c(sc(=S)n2-c2ccc(OCC)cc2)c(=O)[nH]1	6	0.8%
O=C1CC(c2ccccc2)Sc2nc(-c3ccccc3)c(-c3ccccc3)n21 (centres undefined)	10	-0.7%

Looked up above:
Cc1ccc(S(=O)(=O)Nc2cccc(CP(=O)(c3ccccc3)c3ccccc3)c2)cc1 @ GlmU inhibition = 6.1%
CCOC(=O)C(=O)Nc1ccc(OCc2ccccc2)cc1 @ RmlCD inh 1536 = -9
COc1ccc2c3c([nH]c2c1)C(C)NCC3 (centres undefined) @ GlmU inhibition = 2.8%
CN(C)S(=O)(=O)c1ccc(NC(=O)COC(=O)C2CC3CCCC(C2)C3=O)cc1 (centres undefined) @ RmlCD inh 1536 = 6
CCOC(=O)CC(=O)CSc1nc2c(sc(=S)n2-c2ccc(OCC)cc2)c(=O)[nH]1 @ GlmU inhibition = 0.8%
Cc1ccc2c(c1)c1c(n2CC(O)CNC(C)(C)C)CCCC1 (centres undefined) @ RmlCD inh 1536 = -8
CCSc1cc(C)nc2c(-c3ccc(Cl)cc3)c(C)nn12 @ GlmU inhibition = 1.1%

Next entries follow.
SMILES	RmlCD inh 1536	GlmU inhibition
COc1ccccc1C(c1nnnn1CCc1ccccc1)N1CCN(c2ccccc2)CC1 (centres undefined)	-4	4.1%
CCN1CCN(CC(O)COCC2COc3ccccc3O2)CC1 (centres undefined)	2	-2.2%
CC(/C=N\NC(=O)c1cc(C)oc1C)=C\c1ccccc1	0	-0.8%
CCOC(=O)c1c(C)nc2sc3c(=O)n(-c4ccc(OC)cc4)nnc3c2c1-c1ccc(OC)cc1	14	1.1%
CCOC(=O)N1CCC(NC(=O)CSc2cc(=O)n(CC)c3ccccc23)CC1	3	5.5%
O=C(c1ccco1)N1CCN(C(=O)c2cnn3c2NC(c2cccs2)CC3C(F)(F)F)CC1 (centres undefined)	13	-1.8%
O=C(CSCc1ccc(Cl)cc1)N/N=C/c1ccccc1	nt	-5.6%
COc1cccc(C(=O)CSc2nnc(CNS(C)(=O)=O)n2-c2ccc(C)cc2)c1	nt	2.0%
COc1ccc(NC(=O)c2ccccc2O)c(OC)c1	nt	-0.3%
O=C(O)C/C(=C\c1ccc(N2CCOCC2)c([N+](=O)[O-])c1)c1nc2ccccc2s1	nt	-1.1%
CC1=CCC2C(=O)N(Cc3ccccc3)C(=O)C2C1 (centres undefined)	nt	-3.2%
Cc1ccc(C(OCC(C)(C)C[N+](C)(C)C)c2ccccc2)cc1 (centres undefined)	4	-1.5%
COc1ccc(-c2nnc(NC(=O)C(C)C)s2)c(OC)c1	-8	nt
Cn1c(-c2ccc(C(=O)c3ccccc3)s2)nc2ccccc21	nt	-0.5%
COc1ccc(-c2nnc(SCC(=O)Nc3cc(C)on3)n2C)cc1OC	12	0.9%
Cc1nc(N=Nc2ccc(O)cc2)n[nH]1	6	1.6%
Cn1c(=O)c(N)c2c3c(c(Br)ccc31)C(=O)c1ccccc1-2	11	-0.6%
CC(Oc1ccc2c(=O)c(-c3ccc(Cl)cc3)c(C(F)(F)F)oc2c1)C(=O)O (centres undefined)	3	2.8%
Fc1ccccc1Cn1cnc(NC(=S)NCCc2ccccc2)n1	-14	-1.3%
CC1CCN(c2ccc(C(=O)NCc3ccc4c(c3)OCO4)cc2[N+](=O)[O-])CC1	12	-0.8%
O=C1CC(c2ccc(S(=O)(=O)NC3CC3)cc2)CN1 (centres undefined)	6	1.8%
CC(C)(C)NS(=O)(=O)c1cc(C(=O)O)ccc1Cl	2	7.0%
COCCNC(=O)CCSc1nc(-c2ccc(OC)cc2)cc(C(F)(F)F)n1	nt	-0.7%
Cn1c2ccc(CC(=O)O)cc2c2cc(CC(=O)O)ccc21	12	6.8%
Fc1ccc(-c2cc(C(F)(F)F)nc(NCC3CCCO3)n2)cc1 (centres undefined)	-5	-3.4%
CCCCN(C(=O)c1cc2ccccc2o1)c1c(N)n(CCC)c(=O)[nH]c1=O	8	-3.5%
Cc1ccc(C)c(S(=O)(=O)N2C(=S)NC(=O)C2C(C)C)c1 (centres undefined)	nt	4.7%
CC1CCCCC1NC(=O)Cn1nc(-c2ccccc2)ccc1=O (centres undefined)	-3	3.5%
O=C(c1nc2ncccn2n1)N1CCN(c2ccccc2)CC1	3	1.6%
CCn1cc(C(=O)O)c(=O)c2cc(F)c(N3CCN(S(=O)(=O)c4ccc(Br)cc4)CC3)cc21	5	-3.1%
CC(C)C(=O)Nc1ccc([N+](=O)[O-])cc1Br	-11	6.1%
O=C(COC(=O)Cc1ccc(S(=O)(=O)N2CCCCC2)s1)Nc1ccc2c(c1)OCO2	8	-3.3%
O=C1Nc2ncccc2OC1CCO (centres undefined)	-1	-3.0%
CC(C)CCNC(=O)CN(C(=O)CCC(=O)Nc1ccccn1)c1ccc2c(c1)OCO2	-10	-2.5%
CC(C)CCNC(=O)c1onc(CSc2ccc(F)c(F)c2)c1C(=O)NCCC(C)C	1	3.1%
O=C(NCCN1CCOCC1)c1cn(-c2ccccc2)nc1-c1cccs1	-10	nt

Compounds listed so far containing a thiophene ring, fused or not, in the order listed:
SMILES	RmlCD inh 1536	GlmU inhibition
CCOC(=O)c1c(C)nc2sc3c(=O)n(-c4ccc(OC)cc4)nnc3c2c1-c1ccc(OC)cc1	14	1.1%
O=C(c1ccco1)N1CCN(C(=O)c2cnn3c2NC(c2cccs2)CC3C(F)(F)F)CC1 (centres undefined)	13	-1.8%
Cn1c(-c2ccc(C(=O)c3ccccc3)s2)nc2ccccc21	nt	-0.5%
O=C(COC(=O)Cc1ccc(S(=O)(=O)N2CCCCC2)s1)Nc1ccc2c(c1)OCO2	8	-3.3%
O=C(NCCN1CCOCC1)c1cn(-c2ccccc2)nc1-c1cccs1	-10	nt

(further entries)
SMILES	RmlCD inh 1536	GlmU inhibition
O=C(COc1cccc2c1CCN(Cc1ccc(Cl)cc1)C2=O)N1CCOCC1	nt	-0.2%
Cc1ccc(NC(=O)Cn2nnc(C(=O)NCc3cccs3)c2N)cc1	nt	0.8%
O=C(Nc1ccn(Cc2ccccc2F)n1)c1ccc(COc2ccc(Br)cc2)cc1	-3	-3.6%
CCCCC(=O)NC1(C(F)(F)F)C(=O)Nc2c1c(=O)n(C)c(=O)n2C (centres undefined)	4	-2.6%
O=C(O)CC/C(=N/NC(=O)CNC(=O)C(c1ccccc1)c1ccccc1)c1ccccc1	12	-0.4%
COc1cccc2cc(C(C)N(CCCN3CCOCC3)C(=S)Nc3cccc(C)c3)oc12 (centres undefined)	-10	0.0%
CCCCOc1ccccc1C1C(C(N)=O)=C(C)Nc2nnnn21 (centres undefined)	6	-4.9%
COc1ccc(C)cc1NC(=O)CCS(=O)(=O)c1cccc2nonc12	nt	-1.1%
Cc1cccc(NC(=O)c2ccc([N+](=O)[O-])o2)c1	nt	1.6%
Cc1nnc2n(-c3ccccc3)c(=O)c3c4c(sc3n12)CCCC4	nt	-3.3%
COC(=O)c1ccc(C(C(=O)NC2CCCCC2)N(CCN2CCOCC2)C(=O)Cc2cccs2)cc1 (centres undefined)	-6	-0.5%
Cc1ccccc1S(=O)(=O)NCc1ccc(N2CCN(C)CC2)cc1	nt	-8.2%

Grouped by structure, the entries above with bromine (four)
SMILES	RmlCD inh 1536	GlmU inhibition
Cn1c(=O)c(N)c2c3c(c(Br)ccc31)C(=O)c1ccccc1-2	11	-0.6%
CCn1cc(C(=O)O)c(=O)c2cc(F)c(N3CCN(S(=O)(=O)c4ccc(Br)cc4)CC3)cc21	5	-3.1%
CC(C)C(=O)Nc1ccc([N+](=O)[O-])cc1Br	-11	6.1%
O=C(Nc1ccn(Cc2ccccc2F)n1)c1ccc(COc2ccc(Br)cc2)cc1	-3	-3.6%

Next section
SMILES	RmlCD inh 1536	GlmU inhibition
Cn1cccc1/C=C1\SC(=S)N(Nc2ccccc2)C1=O	3	2.4%
CN(C(=O)c1ccc2c(c1)OCO2)C1(C(=O)NC2CCCCC2)CCCCC1	12	2.6%
Cc1ccc(CC(=O)Nc2ccc([N+](=O)[O-])cc2C)cc1	7	2.7%
CCOC(=O)CCNC(=O)Nc1ccc2nc(C)n(Cc3ccc(Cl)cc3)c(=O)c2c1	nt	2.0%
NC(=O)c1cccc(S(=O)(=O)N2CCCCC2)c1	-5	-0.4%
Cc1nn(C(C)C(=O)N2CCc3ccccc3C2)c(=O)c2cc3occc3n12 (centres undefined)	9	2.3%
COc1ccccc1NC(=O)c1cccnc1	21	3.1%
Cc1ccc(C(C(=O)NC2CCCCC2)N(Cc2ccccc2)C(=O)Cc2c[nH]c3ccccc23)o1 (centres undefined)	1	3.4%
CC(C)N(CCc1ccncc1)C(=O)Nc1ccc(Cl)c(Cl)c1	4	3.6%
Cc1ccccc1C(=O)Nc1ccc(Br)c(C)n1	-7	2.9%
COCC(C)NC(=O)CCS(=O)(=O)c1nc(-c2ccc(OC)cc2)cc(C(F)(F)F)n1 (centres undefined)	8	2.6%
CCCc1nnc(SCC(=O)N2CCCC(C)C2)n1CCOC (centres undefined)	?	-9.4%
CCCCCOC(=O)C1C(c2ccccc2)C(C(=O)O)C1c1ccccc1 (centres undefined)	nt	0.9%
O=c1c2ccccc2n2c(-c3ccc(C(F)(F)F)cc3)nnc2n1Cc1ccccc1	-3	-3.2%
Cc1ccc(CN2CCN(C3CSCCSC3)CC2CCO)cc1 (centres undefined)	-12	-0.9%
Cc1cc(=O)n2[nH]c(-c3ccc(F)cc3)nc2n1	nt	1.7%
CCCCN(CC)C(=O)Cn1ncc2c1-c1cc(C)ccc1OC2	nt	-2.3%
CCn1c(SCC(=O)N2CCCC2)nnc1-c1ccc(S(=O)(=O)N2CCCCCC2)cc1	nt	-0.9%
CCN(CC)C1CCS(=O)(=O)C1 (centres undefined)	-1	2.5%
CCOC(=O)C1(CCCc2ccccc2)CCN(Cc2ccn[nH]2)CC1	-12	2.3%
O=C(NCCCCC(NC(=O)C1CCCCC1)C(=O)O)c1ccccc1 (centres undefined)	7	-1.5%
NN(CCO)C(=S)Nc1ccc(Cl)cc1	-5	8.2%
CC(=O)c1ccc(-c2ccccc2OC(F)(F)F)o1	-10	-1.6%
CCOc1ccc(/C=N/NC(=O)C(C)N(c2ccc(OC)cc2)S(C)(=O)=O)cc1OCC (centres undefined)	-12	-4.8%
O=C(CC(SCc1ccco1)c1ccc(O)cc1)c1cccs1 (centres undefined)	-4	-1.6%
Cc1ccc(N2C(=O)CC(Sc3ccccc3C(=O)O)C2=O)cc1 (centres undefined)	2	4.0%
CCOC(=O)c1ccccc1NC(=O)c1cncc(Br)c1	nt	7.1%
CCOc1ccc(C(=O)NC(=S)N2CCN(c3ccc(C(F)(F)F)cc3[N+](=O)[O-])CC2)cc1	4	-6.8%
CN(C)S(=O)(=O)c1cc(NC(=O)COC(=O)C2COc3ccccc3O2)ccc1Cl (centres undefined)	1	3.3%
CCOc1ccccc1C1CC(c2ccc(F)cc2)Nc2nc(N)nn21 (centres undefined)	10	0.6%
Cc1ccc(C(=O)NCCn2cc(SCC(=O)N3CCOCC3)c3ccccc32)cc1	-4	-1.7%
Cc1ccc2cc3cc(C(=O)NCc4ccco4)oc3nc2c1	8	0.5%
Cc1ccc(-c2cnc3n2CCCCC3)cc1	12	-0.3%
CC(O)Cc1nsc(NC(=O)c2cccs2)n1 (centres undefined)	nt	8.9%
Nc1ccc(NC(=O)c2ccc(C(=O)Nc3ccc(N)cc3)cc2)cc1	nt	8.9%
O=C(Nc1cnn(Cc2c(Cl)cccc2Cl)c1)c1ccc([N+](=O)[O-])cc1	3	0.2%
Nc1ncnc2c1ncn2[C@@H]1O[C@H](CO)C[C@@H]1O	8	3.4%
